Bioassay records (PubChem)
Mtb UGM inh: M. tuberculosis UGM enzyme inhibitors, primary screen, biochemical, fluorescence polarization, single point; UDP-galactopyranose mutase (Mycobacterium tuberculosis (strain ATCC 25618 / H37Rv)), …; purified UGM, fluorescence polarization probe displacement; inhibition, % at 10 µM; 320,000 compounds, 0.06% hits; AID 504406, 2011; in the data active means inhibition above about 10%, passing the limit was not always enough
Target sequence (P9WIQ1 whole entry, looked up): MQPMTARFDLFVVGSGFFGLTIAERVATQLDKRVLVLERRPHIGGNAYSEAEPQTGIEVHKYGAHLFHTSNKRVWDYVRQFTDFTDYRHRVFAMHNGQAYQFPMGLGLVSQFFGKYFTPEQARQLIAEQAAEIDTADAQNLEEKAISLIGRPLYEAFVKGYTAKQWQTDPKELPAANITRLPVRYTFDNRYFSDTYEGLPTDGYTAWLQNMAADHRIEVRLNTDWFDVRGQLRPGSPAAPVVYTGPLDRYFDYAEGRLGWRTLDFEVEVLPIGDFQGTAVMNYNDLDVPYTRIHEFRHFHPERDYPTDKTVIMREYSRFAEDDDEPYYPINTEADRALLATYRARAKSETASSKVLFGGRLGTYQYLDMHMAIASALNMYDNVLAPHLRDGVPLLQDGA
BioA inh: M. tuberculosis BioA enzyme inhibitors, primary screen, biochemical, plate reader, single point, HTS; 7,8-diaminopelargonic acid synthase BioA (Mycobacterium tuberculosis); purified M. tuberculosis BioA enzyme; inhibition, % at 9.99 µM; 360,000 compounds, 0.096% hits; AID 602481, 2012; in the data active means inhibition above about 40%
MazEF act: activators of E. coli MazEF toxin-antitoxin RNase, primary screen, biochemical, fluorescence, uHTS; Endoribonuclease toxin MazF (Escherichia coli (strain K12)), P0AE70; FAM/BHQ RNA-DNA oligo cleavage fluorescence, 5 h; activation, % at 20 µM; 350,000 compounds, 0.32% hits; AID 504720, 2011; in the data active means activation above about 50%
Target sequence (P0AE70 whole entry, looked up): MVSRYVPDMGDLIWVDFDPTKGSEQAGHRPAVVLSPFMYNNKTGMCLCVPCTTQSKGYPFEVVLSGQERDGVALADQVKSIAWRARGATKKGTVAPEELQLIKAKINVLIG
GDH-TPI counter: GDH-TPI coupling enzyme inhibitors, primary screen, artefact control for M. tuberculosis FBA inhibitor project, biochemical, absorbance, full deck | inhibition, % at 4.8 µM | GDH-TPI coupled enzyme counterscreen, NADH absorbance | 360,000 compounds, 1.2% hits; in the data active means inhibition above about 30%;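 further: 0% = DMSO wells and 100% = wells lacking the enzyme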
Vc quorum ag: inducers of Vibrio cholerae quorum light production without autoinducers, primary screen, BH1578 luxS cqsA deficient, single point. 350,000 compounds, 0.16% hits. V. cholerae BH1578 lux reporter, luminescence, 6 h. activation, % at 18.7 µM; in the data active means activation mostly above about 9.7%, no sharp cut-off; further: not every result past the cut was called active; inactives centre near 0; reference of the scale not given here
DUSP3 inh: VHR1 phosphatase inhibitors, primary screen, biochemical, absorbance, uHTS; Dual specificity protein phosphatase 3 (Homo sapiens), P51452; recombinant VHR phosphatase, pNPP absorbance; 290,000 compounds, 0.52% hits; inhibition, % at 13.3 µM; in the data active means inhibition above about 50%; further: some compounds called inactive have numbers as strong as hits
Target sequence (P51452 whole entry, looked up): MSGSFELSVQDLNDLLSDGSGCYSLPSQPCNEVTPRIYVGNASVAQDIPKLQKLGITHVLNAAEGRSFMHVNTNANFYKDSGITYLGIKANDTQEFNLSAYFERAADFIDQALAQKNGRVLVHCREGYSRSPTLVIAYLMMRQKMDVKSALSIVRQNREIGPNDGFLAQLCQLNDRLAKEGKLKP
SARS 3CLpro inh: SARS-CoV 3CLpro protease inhibitors, primary screen, biochemical, quenched FRET; recombinant SARS-CoV 3CLpro, quenched FRET peptide cleavage; inhibition, % at 6 µM; 290,000 compounds, 0.14% hits; Replicase polyprotein 1ab (Severe acute respiratory syndrome coronavirus), P0C6X7; in the data active means inhibition above about 12%
PriA SSB inh: inhibitors of Klebsiella pneumoniae PriA binding to SSB C-terminal tail, primary screen, biochemical, AlphaScreen; AID 1272365, 2023; PriA–SSB C-terminal tail interaction (Klebsiella pneumoniae); AlphaScreen SSBct-PriA binding, biotinylated peptide; inhibition, % at 33 µM; 430,000 compounds, 0.6% hits; in the data active means inhibition mostly above about 37%, no sharp cut-off; inactive means mostly below about 20%;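 further: plate controls were negative control peptide for no effect and reference peptide for full effect; strong numbers were not always called active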
FBA Mtb inh: Mtb FBA enzyme inhibitors, primary screen, biochemical, fluorescence, strain H37Rv; inhibition, % at 1 µM; AID 588726, 2011; 360,000 compounds, 2.3% hits; purified M. tuberculosis FBA, fluorescence read-out; Fructose-bisphosphate aldolase (Mycobacterium tuberculosis (strain ATCC 25618 / H37Rv)), …; in the data active means inhibition above about 27%;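 further: 0% = vehicle and 100% = reference inhibitor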
Target sequence (P9WQA3 whole entry, looked up): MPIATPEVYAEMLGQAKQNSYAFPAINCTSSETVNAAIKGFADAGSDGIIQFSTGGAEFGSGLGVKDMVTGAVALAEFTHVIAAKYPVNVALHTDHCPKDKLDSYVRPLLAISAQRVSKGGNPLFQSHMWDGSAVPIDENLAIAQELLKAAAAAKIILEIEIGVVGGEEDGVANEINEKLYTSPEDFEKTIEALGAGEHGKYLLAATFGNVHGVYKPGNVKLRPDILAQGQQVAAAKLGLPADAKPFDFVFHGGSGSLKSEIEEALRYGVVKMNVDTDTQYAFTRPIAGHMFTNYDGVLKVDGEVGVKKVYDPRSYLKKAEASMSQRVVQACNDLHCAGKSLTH
Rv3671c inh: Rv3671c serine protease inhibitors, primary screen, biochemical, fluorescence polarization, M. tuberculosis H37Rv; inhibition, % at 5.96 µM; AID 2606, 2010; 320,000 compounds, 0.048% hits; P9WHR9; in the data active means inhibition above about 38%;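 further: extracellular domain of Rv3671c used as enzyme; 0% = enzyme with DMSO and 100% = no enzyme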
Numbers without * were called inactive; i = inactive; / = not tested or not shown; & = joins results of further samples.

SMILES	Mtb UGM inh	BioA inh	MazEF act	GDH-TPI counter	Vc quorum ag	DUSP3 inh	SARS 3CLpro inh	PriA SSB inh	FBA Mtb inh	Rv3671c inh
CCN(CC)C(=O)c1ccc(C)c(Br)c1	-3.3	-1.9	1	-1	-1.6	-1	7	-18	-2	9
CC1CN(S(=O)(=O)c2cccc(C(=O)OC(C)C(=O)NC3CCCCC3C)c2)CC(C)O1 (centres undefined)	2.9	-1.7	-3	6	-0.5	10	5	-8	1	1
CCOC(=O)C1(c2ccccc2)CCN(CCC(=O)Nc2ccc(C(=O)OC)cc2)CC1	-0.2	0.8	2	-5	i	/	/	-14	1	-2
CN(C)c1cccc2c1C(=O)c1ccccc1C2=O	-6.7	/	-2	10	-0.2	6	4	98	-1	5
COc1ccc(CCNc2cc(=O)[nH]c(N)n2)cc1	-3.5	-2.2	-7	-5	i	17	2	0	1	-3
COc1ccccc1CCN=C(N)NS(=O)(=O)c1ccccc1	-3.7	/	3	5	i	12	3	-15	-4	-4
CC(C)c1cc(C(F)(F)F)n2nc(C(=O)Nc3ccc4c(c3)OCO4)cc2n1	-1.7	/	-11	14	i	36	4	-12	0	1
O=C(c1ccc2c(Cl)c3c(nc2c1)CCCC3)N1CCN(c2ccc(F)cc2)CC1	-1.6	-0.5	-8	9	i	4	-2	-6	3	2
Cc1ccc(S(=O)(=O)N2CCCOC2CNC(=O)C(=O)NCCC2=CCCCC2)cc1 (centres undefined)	-0.9	/	-3	6	-0.1	-7	9	1	1	-6
CN1CCN(c2ccc([N+](=O)[O-])cc2C(=O)N2CCCCC2)CC1	0.1	/	-21	5	-0.3	4	3	-5	-2	9
O=C(Cc1cccc(NC(=O)C2CCN(C(=O)C3CCCCC3)CC2)c1)Nc1cccc(C(=O)N2CCCC2)c1	-1.5	-1.2	1	-1	2.3	/	/	-4	1	11
CCOC(=O)c1ccc2c(c1)[n+](CC)c(C)n2-c1ccccc1	-2.3	2.1	-9	8	-0.2	17	-3	-8	2	1
COc1ccc(Br)cc1-c1noc(-c2ccccc2)n1	0.9	-3.4	7	17	i	-10	2	-6	4	0
CCC(C)(C)n1nnnc1C(c1cccnc1)N1CCC(Cc2ccccc2)CC1 (centres undefined)	3.1	/	-3	-7	-0.2	17	3	-1	-3	-3
Cc1nc(Cl)sc1C(=O)NC(C)c1ccc(Cl)cc1 (centres undefined)	-3.2	-0.1	1	-3	-0.5	-1	3	-4	2	4
C=CCNC(=O)c1ccccc1NC(=O)Nc1ccccc1	-0.7	-0.1	3	10	i	18	-4	-11	3	-5
CSc1ccc(CN(C)CCc2ccccn2)cc1	1.1	-0.9	1	-2	1.5	2	5	1	1	8
CCOC(=O)c1[nH]c(C)c(C(=O)NC2CCCC2)c1C	-1.5	-0.6	4	-9	-0.2	27	-4	-10	0	-4
Cn1c(-c2ccc3c(c2)OCO3)cnc1NCc1ccc(Cl)cc1	-1.0	6.5	4	-3	i	22	-4	9	8	6
Cc1c(Cl)cccc1-n1c(SCC(=O)N2CCC(C(=O)O)CC2)nnc1-c1ccncc1	-3.4	/	-4	3	i	15	-6	-10	0	2
CCCCn1c(N)c(N(CCOC)C(=O)CCCn2c(=O)oc3ccccc32)c(=O)[nH]c1=O	/	-0.6	0	8	0.3	/	/	-8	2	/
CCCC(=O)Nc1ccc(S(=O)(=O)Nc2cc(C)nc(C)n2)cc1	-0.3	-1.6	-4	6	-5.6	8	1	-13	0	-2
O=C(Nc1ccc(S(=O)(=O)N2CCc3ccccc32)cc1)c1ccc2c(c1)OCO2	-2.8	/	2	-5	-0.3	38	1	15	-1	-207
COc1ccc(-n2c(C)cc(C(=O)NC3CCCCC3)c2C)cc1	2.6	3.7	-3	1	-0.4	19	4	12	0	1
CCCCC(C(=O)NC(C)c1ccccc1)C(=O)NC(C)c1ccccc1 (centres undefined)	-0.8	-1.7	10	3	-13	/	2	-21	1	-1
Next part:
SMILES	Mtb UGM inh	BioA inh	MazEF act	GDH-TPI counter	Vc quorum ag	DUSP3 inh	SARS 3CLpro inh	PriA SSB inh	FBA Mtb inh	Rv3671c inh
O=C(Nc1ccc(CN2CCOCC2)cc1)c1ccc(Br)o1	-0.7	-0.8	4	10	i	/	3	-4	-1	7
CCOC(=O)NC(=O)COC(=O)CNC(=O)c1cccc(OC)c1	1.0	-1.2	7	-2	-1.3	12	-4	2	3	11
c1ccc2nc(-c3ccc4c(c3)OCO4)ccc2c1	-2.0	-3.0	-3	6	-0.4	9	3	-18	11	-10
CCN(c1ccccc1)S(=O)(=O)c1ccc(OC)c(NC(=O)C2CCC2)c1	1.0	0.3	2	1	-2.9	/	/	-8	2	5
Cc1noc(/C=C/c2cccs2)c1S(=O)(=O)N1CCC(C(=O)NCCCN2CCCC(C)C2)CC1 (centres undefined)	1.6	/	8	7	-0.2	33	1	4	-1	3
CCCOc1ccc(-c2nnn(CC(=O)OCC)n2)cc1	4.4	0.7	-4	14	i	13	2	-35	0	3
NS(=O)(=O)c1ccc(CNC(=S)Nc2cc(S(=O)(=O)N3CCOCC3)ccc2Cl)cc1	/	-0.6	11	-3	0.8	/	/	4	6	/
COc1ccc(CCn2c(O)c(C=Nc3ccccc3F)c(=O)[nH]c2=O)cc1OC	1.3	-1.0	-69	-2	i	20	3	-2	-7	-6
COc1nc(-c2ccccc2)cc(C(F)(F)F)n1	-2.0	-0.7	3	0	-2.9	-7	0	4	0	0
CCOC(=O)n1c(=O)oc2ccccc21	0.3	-0.2	3	0	13	4	-1	0	3	0
Cc1c(C(=O)NCCCN2CCOCC2)oc2ccc(S(=O)(=O)N3CCOCC3)cc12	0.1	/	1	4	-0.2	24	1	-8	3	15
Cc1occc1C(=O)Nc1cc(C(C)(C)C)on1	-0.8	-3.1	1	-13	-0.3	17	2	-7	1	-3
O=C1CN(C(=O)CNC(=O)c2ccc(Cl)cc2Cl)CCN1	-2.3	-1.7	9	0	1.3	36	2	2	1	1
Cc1cccc2cc(C(c3nnnn3Cc3ccccc3)N3CCCc4ccccc43)c(=O)[nH]c12 (centres undefined)	-1.2	-1.4	2	8	0.7	-17	3	-9	4	2
Cc1ccc(NC(=O)CNC(=O)C23CC4CC(CC(C4)C2)C3)nc1	/	0.1	-2	1	-0.7	/	/	/	-1	/
O=C(CCS(=O)(=O)c1cccc2nsnc12)NC1CCCCC1	0.3	-3.1	0	18	-0.4	29	-2	-3	3	-2
O=C(Nc1ncccc1O)c1ccc(OCC2CCCO2)cc1 (centres undefined)	1.1	0.7	-1	6	-0.2	6	-3	4	1	-5
Nc1nc2nccc(-c3ccccn3)n2n1	-1.3	/	4	6	-0.2	17	-3	-9	39*	4
CC1(C)Cc2c(c(-c3ccccc3Cl)[nH]c(=O)c2C#N)CO1	-0.7	1.6	12	17	i	5	5	-9	9	5
COc1ccccc1N(C)S(=O)(=O)c1ccc(C(=O)Nc2ccncc2)cc1	0.3	0.5	4	12	-0.8	/	/	38	-2	4
N=c1oc2c3c4c(cc2cc1C(=O)Nc1ccccc1)CCCN4CCC3	2.9	-54	i	20	i	40	1	11	-3	1
COc1ccc(CCN2C(=O)C(Oc3ccccc3)C2c2ccc3c(c2)OCO3)cc1 (centres undefined)	0.9	0.9	12	21	-0.2	-9	1	-11	5	4
CCNc1nc(NCC)n2c(SCC(=O)Nc3cc(OC)ccc3OC)nnc2n1	/	/	-9	-3	-2.4	/	/	-6	5	10
Cc1cc(F)ccc1NS(=O)(=O)c1c(C(=O)N2CCOCC2)c(C)n(C)c1C	-2.1	0.1	7	-6	-0.4	-2	1	1	0	7
CCN1C(=O)/C(=C/C=C2/CCCN2C)OC1=S	4.2	/	-72	0	-0.4	4	-2	13	-53	-4
(cont.)
SMILES	Mtb UGM inh	BioA inh	MazEF act	GDH-TPI counter	Vc quorum ag	DUSP3 inh	SARS 3CLpro inh	PriA SSB inh	FBA Mtb inh	Rv3671c inh
COc1ccc2oc(-c3ccccc3)c(C(N)=O)c2c1	-0.5	-1.7	8	21	i	5	3	-6	99*	-5
CNC(=O)c1c(NC(=O)CCS(=O)(=O)c2ccccc2)sc(C)c1C	-1.6	0.7	3	-6	i	/	/	-15	0	-2
CSCCC(NS(=O)(=O)c1ccccc1F)C(=O)NCC(C)(C)N1CCOCC1 (centres undefined)	-0.3	1.0	9	-3	-4.3	/	/	-12	3	-16
Cc1ccc(S(=O)(=O)N(C)C[C@@H]2OCCCC[C@H](C)Oc3ccc(NC(=O)Nc4ccc(F)cc4)cc3C(=O)N([C@H](C)CO)C[C@H]2C)cc1	/	0.1&7.8	-4	7	2.4	/	/	/	-2	/
COc1cc(/C=C2\NC(=S)N(C)C2=O)ccc1O	-2.0	/	-34	12	1.2	-14	4	-2	-17	-23
O=C(NCc1ccco1)c1ccc2c(c1)N(Cc1ccc(Cl)cc1)CCS2	1.0	-4.5	5	0	-0.4	12	5	3	22	0
CC(=O)OC1CC2(C)C(C(C)=O)CCC2C2CCC3=CC(=O)CCC3(C)C12 (centres undefined)	/	14	-2	8	3.2	/	/	-21	-2	/
Cc1cccc(CSc2nnc(-c3cnccn3)n2C)c1	-2.1	-0.1	2	-5	-1.1	0	2	-7	-2	0
CCOC(=O)c1ccc(NC(=O)c2cccc(S(=O)(=O)N3CCN(C(C)=O)CC3)c2)cc1	0.5	1.4	10	-3	i	7	-5	-18	1	4
Cc1cccc(N2C(S)=C(C#N)C(=O)NC23CCCCC3)c1	-0.4	0.6	-9	15	0.4	-2	2	-6	3	14
COc1ccc(CCNC(=O)C(=O)NCC2OCCN2S(=O)(=O)c2ccc(C)cc2)cc1 (centres undefined)	-4.1	0.2	6	-13	-0.2	-2	-4	1	3	-4
O=C(COC(=O)c1ccc2ncsc2c1)Nc1cccc(Cl)c1	3.9	16	-2	10	i	/	/	-13	6	-40
Cc1cc(C)cc(NC(=O)CN2CCC(C(=O)c3ccccc3)CC2)c1	-1.9	-2.5	3	-3	-0.5	7	0	-10	-3	3
Cc1ccsc1/C=N/NC(=O)c1nnn(-c2nonc2N)c1CN(C)c1ccccc1	-1.3	-0.1	0	37*	-0.2	1	1	/	2	-9
CNC(=S)NNC(=O)CCn1nc(C)c(Br)c1C	1.6	-0.5	0	4	2.2	7	4	-10	-2	1
CC(C)(C)c1ccc(/C=N/NC(=O)CN2CCS(=O)(=O)CC2)cc1	0.4	0.9	0	1	-0.4	28	2	/	2	-4
CC(=O)NCCNC(=O)c1ccc(CSc2ccc(Cl)cc2)cc1	2.4	-0.9	-7	1	-2.1	2	4	-19	0	-6
CC(=C\c1ccco1)/C=C1/SC(=S)N(CC(=O)O)C1=O	-0.4	/	-19	-3	0.5	-12	0	-14	-22	1

Three entries already listed, sorted by count of non-hydrogen atoms, lowest first:
SMILES	Mtb UGM inh	BioA inh	MazEF act	GDH-TPI counter	Vc quorum ag	DUSP3 inh	SARS 3CLpro inh	PriA SSB inh	FBA Mtb inh	Rv3671c inh
CNC(=S)NNC(=O)CCn1nc(C)c(Br)c1C	1.6	-0.5	0	4	2.2	7	4	-10	-2	1
CC(=C\c1ccco1)/C=C1/SC(=S)N(CC(=O)O)C1=O	-0.4	/	-19	-3	0.5	-12	0	-14	-22	1
Cc1cccc(CSc2nnc(-c3cnccn3)n2C)c1	-2.1	-0.1	2	-5	-1.1	0	2	-7	-2	0

Only part of the results is shown; the hit share may differ from the screen's.
